KCNQ1 pot: potentiators or activators of KCNQ1 channel, primary screen, cell-based, thallium flux, high-throughput. Potassium voltage-gated channel subfamily KQT member 1 (Homo sapiens), P51787. CHO-K1 KCNQ1, thallium flux FluxOR fluorescence; hits give high values. B-score at 10 µM. 310,000 tested, 0.35% active. AID 2648, 2010;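 active = fluorescence ratio B-score, a plate-corrected score, at least three library SD, with initial intensity B-score within 5 SD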
Target sequence (P51787 whole entry, looked up): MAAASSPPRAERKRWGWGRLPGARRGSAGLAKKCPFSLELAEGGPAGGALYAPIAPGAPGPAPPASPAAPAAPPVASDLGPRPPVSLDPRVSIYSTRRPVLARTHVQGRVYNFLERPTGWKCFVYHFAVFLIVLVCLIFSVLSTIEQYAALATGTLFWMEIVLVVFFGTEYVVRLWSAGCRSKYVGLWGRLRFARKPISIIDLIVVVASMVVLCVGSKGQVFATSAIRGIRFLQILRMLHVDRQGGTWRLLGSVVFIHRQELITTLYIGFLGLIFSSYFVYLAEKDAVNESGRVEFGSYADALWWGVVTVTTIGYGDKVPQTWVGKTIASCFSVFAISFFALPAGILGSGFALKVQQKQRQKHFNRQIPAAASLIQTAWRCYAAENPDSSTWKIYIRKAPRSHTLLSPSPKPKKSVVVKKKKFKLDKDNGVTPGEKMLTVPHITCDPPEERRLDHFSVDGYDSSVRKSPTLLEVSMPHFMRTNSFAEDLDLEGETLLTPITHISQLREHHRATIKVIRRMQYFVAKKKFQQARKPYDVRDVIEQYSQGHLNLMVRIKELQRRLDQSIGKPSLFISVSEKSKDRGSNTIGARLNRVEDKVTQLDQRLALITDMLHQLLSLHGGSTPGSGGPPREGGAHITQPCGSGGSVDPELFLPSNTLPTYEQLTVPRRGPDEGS
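assay system = CHO-K1 cells stably expressing KCNQ1 | medium = assay buffer, equal DMSO in all wells | timing = 37 °C overnight plating, 90-min dark dye load, 20-min compound pretreatment | measured by = kinetic FluxOR thallium fluorescence, 10-s 1-Hz baseline, 110-s post-stimulus read | measure = fluorescence change relative to baseline, converted to B score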
KCNK9 inh: KCNK9 potassium channel inhibitors, primary screen, HEK293 cells, thallium flux. FluxOR thallium flux fluorescence; hits give low values. B-score at 10 µM. 310,000 tested, 1.2% active. AID 488922, 2010;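 active = ratio B-score over 3 SD below the library mean, with starting fluorescence within 5 SD of its mean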;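 also: negative B-score means less thallium flux so channel inhibition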
Target sequence (Q9NPC2 whole entry, looked up): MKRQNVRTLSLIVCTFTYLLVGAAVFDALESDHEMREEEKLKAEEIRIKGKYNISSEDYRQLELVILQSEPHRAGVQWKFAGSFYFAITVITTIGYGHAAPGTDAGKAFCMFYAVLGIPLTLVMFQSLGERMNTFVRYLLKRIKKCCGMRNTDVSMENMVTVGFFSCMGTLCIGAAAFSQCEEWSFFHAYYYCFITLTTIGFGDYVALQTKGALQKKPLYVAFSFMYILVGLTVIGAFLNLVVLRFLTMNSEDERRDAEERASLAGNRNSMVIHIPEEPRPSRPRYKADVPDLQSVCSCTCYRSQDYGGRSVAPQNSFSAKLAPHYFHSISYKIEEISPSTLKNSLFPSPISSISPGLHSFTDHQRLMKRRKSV
DYRK1A inh: rat Dyrk1A kinase inhibitors, primary screen, biochemical, single point, plate reader | Dual specificity tyrosine-phosphorylation-regulated kinase 1A (Rattus norvegicus), Q63470 | ADP-Glo luminescence, NFATc1 peptide | inhibition, % at 12.5 µM | 310,000 tested, 0.43% active; in the data active = inhibition above about 50%;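 also: plate controls were vehicle with enzyme for no effect and no enzyme for full effect; many of its hits are not listed in these tables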
GSK3B inh: human GSK3beta kinase inhibitors, primary screen, biochemical, cell-free homogeneous, HTS; GST-GSK3beta kinase, ADP-Glo luminescence, 60 min; hits give low values; Glycogen synthase kinase-3 beta (Homo sapiens), P49841; 300,000 tested, 0.038% active; AID 2097, 2009; activity score (negative = inhibition), % at 10 µM;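 active = more than half of replicate wells score below -50%, meaning over 50% inhibition versus plate controls; inconclusive = some replicates but at most half score below -50%; inactive = no replicate scores below -50%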;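 also: 0% = median DMSO wells and -100% = median GW8510 positive control wells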
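Test system: GST-fused GSK3beta enzyme, cell-free | Quantity: 1.6 ng GST-GSK3beta enzyme per well | Reagent: 25 µM ATP with peptide substrate | Schedule: 60 min enzyme reaction, room temperature | Signal: Luminescent ADP-Glo measurement of ADP formed | Read-out basis: Score relative to plate controls | Control set: DMSO and 20 µM GW8510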
RGS4 act: RGS4 potentiators or activators, primary screen, cell-based, HEK293 M3R inducible RGS4, calcium flux. carbachol calcium flux Fluo4; hits give low values. B-score at 10 µM. 310,000 tested, 0.92% active;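 active = B-score of the integrated calcium signal more than 4 SD below the library mean, with starting fluorescence not abnormally high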;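 also: negative B-score means reduced calcium response which marks RGS4 activation or potentiation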
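System: HEK293 FlpIn-TREx cells, stable M3R, doxycycline-inducible RGS4. Timing: overnight RGS4 induction, 30 min dye load 37 °C, 20 min compound RT. Also added: carbachol, ECmax concentration. Measured by: Fluo4 fluorescence kinetic imaging of calcium. Evaluation: integrated calcium ratio converted to B score.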
GSK3 alpha inh: blockers of GSK3A enzyme activity – biochemical, luminescence, cell-free homogeneous, HTS, primary screen; Glycogen synthase kinase-3 alpha (Homo sapiens), P49840; GSK-3 alpha kinase, ADP-Glo luminescence, 60 min; inhibition, % at 10 µM; 320,000 tested, 0.1% active; AID 2650, 2010;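 in the data active = inhibition above about 50%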;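 also: GST-tagged GSK-3 alpha with peptide substrate and 25 µM ATP; 0% = DMSO neutral wells and 100% = GW8510 positive control wells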
KCNK3 inh: human KCNK3 channel inhibitors, primary screen, CHO cells, FluxOR thallium flux, B-score; Potassium channel subfamily K member 3 (Homo sapiens), O14649; FluxOR fluorescence; hits give low values; B-score at 10 µM; 340,000 tested, 0.84% active;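 active = B-score under library mean minus 4 SD, starting fluorescence ratio at most library mean plus 5 SD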;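 also: more negative B-score means stronger inhibition of thallium flux through KCNK3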
HDAC3 inh: HDAC3 deacetylase inhibitors, primary screen, biochemical, fluorescence, cell-free homogeneous. Histone deacetylase 3 (Homo sapiens), O15379. recombinant HDAC3, fluorogenic peptide/trypsin coupled. inhibition, % at 8.3 µM. 320,000 tested, 0.15% active. AID 2718, 2010; in the data active = inhibition above about 26%, passing the limit was not always enough; inconclusive = no clear call, values can overlap the other calls
hERG protect: hERG rescue from dofetilide block, primary screen, cell-based, CHO-hERG, FluxOR thallium flux, dofetilide IC70; dofetilide IC70 present; 310,000 tested, 0.51% active; Voltage-gated inwardly rectifying potassium channel KCNH2 (Homo sapiens), Q12809; activation (rescue from dofetilide block), less the hit threshold, % at 10 µM;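 active = activation above the mean of controls blocked by dofetilide plus 5 SD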;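 also: thallium influx through hERG after potassium depolarization seen as dye fluorescence rise; in these data hits start at about 4.7%; inactives centre near -7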
PolyA inhibitor: polyadenylation inhibitors in yeast reporter cells, primary screen, luminescence, S. cerevisiae; calls only at 12 µM; S. cerevisiae SKY197-pL101 polyadenylation reporter, beta-gal luminescence; efflux-impaired pdr1/pdr3 knockout yeast; score 100 = 6 SD above DMSO; 300,000 tested, 0.02% active;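 active = lowest replicate activity score at least 50, where 100 means six control SD above control mean; inconclusive = lowest score under 50 but half or more replicates reach 50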;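 also: yeast exposed to compound for 9 h at 30 °C; higher score means more reporter readthrough which indicates perturbed polyadenylation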
KCNQ1 block: inhibitors of human KCNQ1 channel, primary screen, cell-based, thallium flux, high-throughput | 310,000 tested, 1.3% active | CHO-K1 KCNQ1, FluxOR thallium flux fluorescence; hits give high values | B-score at 10 µM;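 active = compounds whose thallium flux B-score, printed positive for inhibition, exceeds three library SD while starting fluorescence stays within three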;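 also: channel opened by potassium depolarization with thallium stimulus after 20 min compound exposure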
An asterisk follows results filed as active; i = inactive; ? = inconclusive; . = not tested or not shown.

SMILES	KCNQ1 pot	KCNK9 inh	DYRK1A inh	GSK3B inh	RGS4 act	GSK3 alpha inh	KCNK3 inh	HDAC3 inh	hERG protect	PolyA inhibitor	KCNQ1 block
CCc1c(C)nc2cc(-c3cc(OC)cc(OC)c3)nn2c1N1CCCC1	i	-11.1*	-2.0	-0.3	i	2.3	-9.81*	0.0	-4.4	i	i
CC(=O)Nc1ccc(NS(=O)(=O)c2ccc3c(c2)NC(=O)CC(=O)N3)cc1	i	i	-1.7	-4.5	i	0.8	i	-2.5	-6.0	i	i
CCCOC(=O)c1cc(-c2ccc(C=O)o2)ccc1Cl	i	i	0.6	-0.6	i	-2.8	i	2.6	-8.3	i	i
CCOC(=O)COc1ccc(S(=O)(=O)Nc2ccc(C)cc2)cc1	i	i	6.3	0.6	i	-0.3	i	-3.5	-14.7	i	i
COC1(NC(=O)c2ccccc2)C(C)=CC(=O)C=C1C	i	i	2.7	3.8	i	-1.4	i	-1.1	-1.8	i	i
CCC(C)[C@H](NC(=O)NCc1ccc(Cl)cc1)C(=O)OC (some centres undefined)	i	i	3.1	-0.3	i	-2.8	i	0.8	-2.3	i	i
O=C(NC(NC(=S)Nc1c(Cl)cc(Cl)cc1Cl)C(Cl)(Cl)Cl)OCc1ccccc1 (centres undefined)	i	i	-9.3	-4.6	i	-2.2	i	-4.9	-1.3	i	i
Cn1nnnc1SCc1cccc2ccccc12	i	i	3.9	0.0	i	-0.2	i	1.9	2.0	i	i
O=c1[nH]cnc2onc(-c3ccc(F)cc3)c12	i	i	32.4	-2.9	i	1.8	i	-1.6	-7.0	i	i
C#CCNC(=O)C1=C[C@@H](c2cn(C(C)=O)c3ccccc23)C[C@@H](OCc2ccc(CO)cc2)O1	i	i	-4.6	-4.2	i	-3.5	i	-2.3	-8.3	i	i
COc1ccc(C2=Nn3c(nnc3C(F)(F)F)SC2)cc1	i	i	-5.2	1.9	i	-3.8	i	-2.3	1.4	i	i
CC(=O)Nc1ccc(Nc2cc(C)nc3c(-c4ccccc4)c(C)nn23)cc1	i	i	-0.2	-0.2	i	-1.3	i	0.5	-6.0	i	i
NC(=O)c1c(NC(=S)Nc2ccccc2)sc2c1CCCC2	i	i	15.1	-6.3	i	2.8	i	3.1	-5.9	i	i
CN1C[C@@H]2C(c3ccccc3)C3(c4ccc(C#N)cc4)CC2(C3)[C@H]1c1ccccc1 (some centres undefined)	i	i	7.5	0.0	i	0.8	i	0.4	-9.9	i	i
O=C(O)c1cc(NN=C2CCN(Cc3ccccc3)CC2)ccc1Cl	i	i	-11.0	-1.2	i	-2.8	i	3.2	-14.4	i	i
Cn1c(/C=N/NC(=O)c2ccccc2)nc2ccccc21	i	i	1.3	2.1	i	-0.9	i	-0.1	-4.4	i	i
Cc1ccc2[nH]c(C(=O)N/N=C/c3ccccc3O)c(C)c2c1	i	i	-7.5	-2.5	i	-0.4	i	0.3	-4.3	i	i
CCN(CC)N=Nc1cccc(NC(C)=O)c1	i	i	2.7	-6.3	i	2.0	i	1.5	-13.5	i	i
CC(C(=O)Nc1ccc2c(c1)OCO2)N(c1ccc(Cl)cc1)S(C)(=O)=O (centres undefined)	i	i	13.8	0.7	i	-1.9	i	2.8	-6.1	i	i
N#C/C(=C\c1ccc(Cl)cc1)c1nc2ccccc2o1	i	i	-2.7	1.5	i	-0.9	i	-3.0	-5.8	i	i
COc1cccc(NC(=O)C2CCN(S(=O)(=O)c3ccc4c(c3)C(C)(C)C(=O)N4C)CC2)c1	i	i	4.3	2.0	i	-1.1	i	-5.0	-17.9	i	i
COc1ccccc1N1CCN(C(=O)c2cc3c(-c4ccc(Cl)cc4)nn(C)c3s2)CC1	i	-13.6*	-6.1	1.8	i	-3.5	-10.1*	?	-2.6	i	i
O=C(CN1CCC(Cc2ccccc2)CC1)NC(=O)NCc1ccccc1	i	i	2.0	-0.6	i	-3.8	i	4.2	-7.6	i	i
COC(=O)CN1C(=O)N/C(=C/c2ccc(OC)c(C)c2OC)C1=O	i	i	-1.0	-1.3	i	0.5	i	10.4	-13.9	i	i
Clc1cccc(Cl)c1CSc1nnc2ccccn12	i	i	-1.2	-4.1	i	0.4	i	-0.8	-5.4	i	i
CC(C)CNC(=O)c1cccc(NC(=O)c2ccccc2-c2ccccc2C(=O)O)c1	i	i	-5.1	3.5	i	-2.0	i	-3.1	4.5	i	i
COc1cccc(CN(CC(=O)NC2CCCC2)C(=O)c2csnn2)c1	i	i	-3.7	-1.0	i	0.2	i	2.6	-2.0	i	i
CC1CCN(c2ccccc2NC(=S)NC(=O)c2ccco2)CC1	i	i	3.4	-3.3	i	0.5	i	3.9	3.8	i	i
Cc1cc(C)c(S(=O)(=O)c2ccccc2C)c(SCC(C)C)n1	i	-14.2*	1.8	5.6	i	0.1	i	4.5	-10.7	i	9*
Cc1cnc(NC(=O)CSc2nnc(COc3c(C)cccc3C)o2)s1	i	i	19.4	-3.0	i	-1.0	i	1.7	-9.2	i	i
C=CCOC(=O)C1=C[C@@H](c2ccccc2)C[C@@H](OCc2ccc(CO)cc2)O1	i	i	-4.6	1.5	i	-1.6	i	-9.8	-11.9	.	i
CCOc1ccc(S(=O)(=O)Nc2ccc3c(c2)c2c(n3S(=O)(=O)c3ccc(OCC)cc3)CCCC2=O)cc1	i	i	.	1.0	i	-2.0	.	6.8	-3.9	i	i
COc1ccccc1C(=O)Nc1ccccc1N1CCOCC1	i	i	19.4	-2.3	i	0.6	i	4.0	-13.9	i	i
O=C(Nc1ccc2c(c1)OCCO2)c1cccnc1	i	i	21.6	-2.6	-8.07*	-0.1	i	-2.3	-4.8	i	i
Cc1ccc(/C=N/NC(=O)CC(=O)NCc2cccnc2)cc1	i	i	-15.0	-0.3	i	-2.1	i	-2.0	-2.0	i	i
CCC(=O)Nc1ccnc(-c2cccnc2)n1	i	i	23.9	0.4	i	0.8	i	-4.8	-7.7	i	i
Cc1cc(-c2onc(C)c2C(=O)O)no1	i	i	2.4	4.5	i	-2.3	i	-0.5	-8.6	i	i
CC(C)Oc1cccc(C(=O)Nc2ccc(CN3CCOCC3)cc2)c1	i	i	-0.7	0.7	i	-1.3	i	7.0	-12.0	i	i
CCN(CC(=O)NCc1cccs1)C(=O)c1cccc(S(=O)(=O)N2CCc3ccccc32)c1	i	i	-1.5	1.8	i	-0.7	i	2.7	-1.8	i	i
COC(=O)C(O)(CC(=O)Nc1ccc(Cl)cc1F)C(F)(F)F (centres undefined)	i	i	-5.2	2.2	i	-2.4	i	-7.4	-5.1	i	i
O=C1CCC[C@@H]2Cc3[nH]c4c(Cl)ccc(Cl)c4c3[C@@H]3CCN1[C@H]23	i	i	23.9	2.2	i	-4.3	i	-3.3	-16.0	i	i
O=C(c1cc2cc(F)ccc2[nH]1)N1CCc2ccccc2C1	i	i	-6.9	1.4	i	-2.6	i	1.2	-10.4	i	i
CSc1ccc(CNc2nc3ccccc3n3cnnc23)cc1	i	i	2.3	4.3	i	-3.1	i	-11.9	-2.2	i	i
Cc1cccc(C)c1NC(=O)N1C2CCC1CC(O)(c1cccnc1)C2 (centres undefined)	i	i	-0.3	2.4	i	-2.0	i	0.2	-12.3	i	i
Cc1ccc(NNC(=O)c2cc(C)on2)c(C)c1	i	i	1.6	2.2	i	-1.8	i	4.4	2.0	i	i
CN(C)c1ccc(/C=N\NC(=O)c2ccc(Cn3cc(Cl)cn3)cc2)cc1	i	i	1.3	1.3	i	2.6	i	0.0	-6.0	i	i
Cn1nc(-c2ccc(S(N)(=O)=O)s2)cc1C(F)(F)F	i	i	0.9	3.5	i	-2.4	i	-1.1	-0.2	i	i
CCc1ccc2cccc3c2c1N=CN3C	i	i	-118.9	0.8	i	-0.9	i	-1.8	-13.7	i	i
CC(c1ccccc1)n1cnc2ccccc21 (centres undefined)	i	i	7.5	2.5	i	.	i	-0.4	-21.9	i	i
COCCn1nnnc1SCC(=O)c1ccccc1	i	i	4.7	-1.0	i	5.2	i	-5.1	-8.9	i	i

Continuation.
SMILES	KCNQ1 pot	KCNK9 inh	DYRK1A inh	GSK3B inh	RGS4 act	GSK3 alpha inh	KCNK3 inh	HDAC3 inh	hERG protect	PolyA inhibitor	KCNQ1 block
Nc1nc(C(=O)N2CCOCC2)nn1S(=O)(=O)c1ccccc1	i	i	-1.5	1.0	i	-2.6	i	0.9	-13.0	i	i
CCCS(=O)(=O)N1CCn2c(nc3ccccc32)C1	i	i	12.5	5.5	i	-0.4	i	2.1	-4.5	i	i
CN(C)c1ccc(NC(=O)c2ccc3nc[nH]c3c2)cc1	i	i	1.8	-2.1	i	-1.2	i	4.8	-4.8	i	i
NC(=O)C1CCN(C(=O)COc2ccc3c(c2)oc(=O)c2ccccc23)CC1	i	i	9.8	1.9	i	1.1	i	-31.2	-11.0	i	i
Cc1cc(C)cc(OCC(=O)NNC(=O)C2CCCO2)c1 (centres undefined)	i	i	18.3	2.1	i	-1.5	i	-0.4	-11.0	i	i
O=c1[nH]c2cc3c(cc2cc1CN(Cc1ccco1)C(=S)NCCCN1CCOCC1)OCCO3	i	i	-2.1	-3.0	i	-3.4	i	-3.0	-10.9	i	i
O=C(O)CN1C(=O)C2(OCCO2)c2cc(Br)ccc21	i	i	5.9	4.8	i	-4.2	i	3.3	-10.7	i	i

Compound activity as filed in PubChem.

Not all compounds are listed (hit frequency here may not be typical).
